Screening data from PubChem BioAssay.
DNMT1 block = blocks human DNA methyltransferase DNMT1 | inhibition (reported as % activation of signal), % at 10 µM | 360,000 compounds, 0.83% hits | AID 588458 | DNMT1 molecular beacon, Hinp1I cleavage, fluorescence | P26358; in the data active means inhibition above about 50%
NRP1-CendR mod = NRP-1/CendR interaction modulation; O14786; inhibition, % at 25 µM; 360,000 compounds, 0.85% hits; FAM-RPARPAR peptide binding to NRP-1, fluorescence polarization;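 active means inhibition or corrected inhibition above about 18%, plus a signal ratio from 0.5 to 1.5, limit read from the data, passing the limit was not always enough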; further: strong numbers were not always called active
SKN-1 inh = C. elegans SKN-1 inhibition; C. elegans VP596 Pgst-4::GFP/RFP ratio, acrylamide-induced, 24 h; 360,000 compounds, 0.49% hits; inhibition, % at 21.8 µM;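 active means interference check ratio from 0.5 to 1.5 plus GFP to RFP signal ratio inhibition reaching or exceeding a fixed threshold, cut at about 30% in these data, passing the limit was not always enough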; further: some compounds called inactive have numbers as strong as hits
NadD block = blocks S. aureus nicotinate mononucleotide adenylyltransferase. 360,000 compounds, 0.78% hits. purified NadD enzyme, colorimetric absorbance read-out. inhibition, % at 20 µM. AID 602399; in the data active means inhibition above about 26%; further: some compounds past the cut are filed as inactive
SUMO1 PPI mod = modulators of human SUMO1-mediated protein-protein interactions; P63165; SUMO1 binding to a labelled peptide, TR-FRET, 1 h; inhibition, % at 20 µM; 360,000 compounds, 0.33% hits; in the data active means inhibition above about 37%
Target sequence (P63165 whole entry, looked up): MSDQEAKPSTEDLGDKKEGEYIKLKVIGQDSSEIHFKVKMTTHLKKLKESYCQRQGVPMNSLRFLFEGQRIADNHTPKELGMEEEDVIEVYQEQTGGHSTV
STEP inh = blocks human striatal-enriched tyrosine phosphatase. P54829. recombinant STEP, OMFP fluorogenic substrate, fluorescence. inhibition, % at 20 µM. 360,000 compounds, 0.25% hits;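 active means inhibition at 20 µM, scaled per plate between control wells, above about 37%, limit read from the data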;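 further: 0% = DMSO with enzyme and substrate and 100% = substrate only without enzyme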
Target sequence (P54829 whole entry, looked up): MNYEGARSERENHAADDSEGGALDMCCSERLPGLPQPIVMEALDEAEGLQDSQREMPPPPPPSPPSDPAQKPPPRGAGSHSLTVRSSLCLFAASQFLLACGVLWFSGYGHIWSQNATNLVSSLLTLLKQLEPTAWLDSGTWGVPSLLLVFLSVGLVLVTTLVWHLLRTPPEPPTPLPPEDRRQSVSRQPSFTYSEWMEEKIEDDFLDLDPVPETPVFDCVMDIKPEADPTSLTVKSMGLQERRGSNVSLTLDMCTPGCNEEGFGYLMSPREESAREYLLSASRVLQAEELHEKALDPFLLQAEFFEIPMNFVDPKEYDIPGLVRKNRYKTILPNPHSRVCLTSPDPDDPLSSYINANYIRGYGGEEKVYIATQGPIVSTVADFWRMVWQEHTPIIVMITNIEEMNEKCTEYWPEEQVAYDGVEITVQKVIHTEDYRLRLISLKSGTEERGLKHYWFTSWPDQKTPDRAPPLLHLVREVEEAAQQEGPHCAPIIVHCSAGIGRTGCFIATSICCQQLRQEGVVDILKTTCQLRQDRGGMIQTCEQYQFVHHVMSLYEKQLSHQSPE
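System: isolated STEP enzyme; schedule: 20 min enzyme reaction at room temperature, protected from light; medium: Bis-Tris buffer pH 6.0, 2.5 mM DTT, 0.005% Tween 20; signal: fluorescence, 480/540 nm; dosing: single compound dose of 20 µM, 1% DMSO final; also added: OMFP substrate, 25 µM final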
MT1-MMP act inh = blocks activation of human MT1-MMP; HT1080 RFP-PRO-GFP cells, GFP/RFP ratio fluorescence, overnight; percent of plate control window, DMSO zero; GFP/RFP ratio change, % at 20 µM; 360,000 compounds, 0.061% hits; AID 651647;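 active means GFP/RFP ratio change of at least 30% with cell ATP level not reduced by more than half and red fluorescence within 50% of control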; further: strong numbers were not always called active
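Test system: HT1080 cells expressing an RFP-PRO-GFP fluorescent reporter construct / Compound dosing: single-point 20 µM compound, 1% DMSO / Schedule: cells overnight before dosing, compound overnight, 37 °C, 5% CO2 / Evaluation: GFP/RFP fluorescence ratio / Control set: DMSO and RFP-L50D-GFP cell wells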
Rpn11 inh = blocks the human proteasome subunit Rpn11; 360,000 compounds, 0.59% hits; O00487; AID 588493; human 26S proteasome, Ub4-pepOG fluorescence polarization; 20S core pre-blocked with epoxomicin; calls only at 20 µM;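 active means inhibition at 20 µM, scaled to each plate's controls, above about 33%, limit read from the data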
LMPTP block = blocks human LMPTP phosphatase; recombinant LMPTP-A, OMFP fluorogenic substrate, fluorescence intensity; 360,000 compounds, 0.22% hits; inhibition, % at 20 µM;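 active means compounds that cut the enzyme signal by at least half of the control window in the single-dose screen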;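 further: plate controls were DMSO wells with enzyme plus substrate for no effect and substrate without enzyme for full effect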
Target sequence (P24666 whole entry, looked up): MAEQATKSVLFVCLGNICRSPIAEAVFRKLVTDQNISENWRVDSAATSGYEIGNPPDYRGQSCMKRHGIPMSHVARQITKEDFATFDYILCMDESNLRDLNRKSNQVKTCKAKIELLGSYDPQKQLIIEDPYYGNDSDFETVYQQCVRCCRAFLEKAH
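Test system – LMPTP-A phosphatase enzyme · Quantity – 0.625 nM LMPTP-A final · Reagent – OMFP substrate, 400 µM final · Dosing – one test concentration per compound, 20 µM, with 3% DMSO overall · Timing – 50 min enzyme reaction at room temperature, protected from light · Detection – fluorescence intensity · Controls – substrate-only low control, DMSO enzyme-plus-substrate high control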
Scp1 inh = blocks human Scp-1 phosphatase activity. Recombinant Scp1, phosphopeptide, malachite green phosphate absorbance. inhibition, % at 20 µM. Q9GZU7. 340,000 compounds, 0.88% hits;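 active means inhibition above about 50% at 20 µM, limit read from the data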;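 further: plate controls were DMSO wells with enzyme for no effect and wells lacking enzyme for full effect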
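assay system = SCP-1 phosphatase catalytic domain, residues 76-261 | buffer or medium = 50 mM Tris acetate pH 5.5, 0.005% Tween-20, 10 mM MgCl2 | incubation = enzyme reaction 45 min at room temperature, colour 5 min, stabilisation 30 min | signal = Phosphate-binding colour reagent, absorbance read at 630 nm | measure = % inhibition at 20 µM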
Active calls of the source: *; i = inactive; . = not tested or not shown.

Compound | DNMT1 block | NRP1-CendR mod | SKN-1 inh | NadD block | SUMO1 PPI mod | STEP inh | MT1-MMP act inh | Rpn11 inh | LMPTP block | Scp1 inh
Cc1n[nH]c(C)c1S(=O)(=O)N1CCN(C2CCCCC2)CC1 | 2 | 0 | 3 | -4 | 2 | -2 | 1 | i | -0.5 | -8
CC(C)n1ncc2c(C(=O)N3CCN(S(=O)(=O)c4cccc(F)c4)CC3)cc(C3CC3)nc21 | 2 | -4 | 8 | -3 | -5 | 1 | 1 | i | -1.9 | .
COC(=O)c1nc(N)sc1-c1ccc(Cl)c(Cl)c1 | -5 | 8 | 9 | -4 | -6 | -5 | 6 | i | 0.5 | -4
Cc1ccc(Cn2nnc3c(=O)[nH]c(C4CCCN(S(=O)(=O)c5ccccc5)C4)nc32)cc1 (stereo not drawn) | -3 | 10 | 11 | 23 | 4 | 0 | -4 | i | 0.9 | -3
CC(=O)N1C(=S)NC(=O)/C1=C1/C(=O)N(CC(=O)Nc2cccc(C)c2)c2ccccc21 | 3 | 8 | -5 | 5 | -12 | 0 | 5 | i | 1.4 | -10
CC(=O)Oc1ccc(C(=O)Nc2ccccc2C(=O)Nc2ccc(C(=O)O)cc2)cc1 | 5 | -19 | -1 | -9 | 4 | -2 | 1 | i | 0.8 | -8
CC(C)(C)NC(=O)C[C@H]1C[C@H](C(=O)N2CCCCC2)[C@@]2(C)c3[nH]c4cc(-c5ccco5)ccc4c3CCN2C1=O | -5 | -14 | 4 | -2 | 0 | 0 | -4 | i | 0.8 | 4
Cc1ccc(CN2CCN(/N=C/c3cc([N+](=O)[O-])ccc3Cl)CC2)cc1 | -2 | 8 | 2 | 5 | -9 | 2 | 0 | i | -1.1 | -5
CCc1nnc(NC(=O)CSc2nc(C)nc3c2c(=O)n(C)c(=O)n3C)s1 | 2 | 4 | -4 | -3 | 3 | -2 | -1 | i | -1.9 | -2
COC(=O)c1[nH]c2c(c1C)C(=O)CC(c1ccc(OC)cc1)C2 (stereo not drawn) | 2 | -4 | 11 | -8 | 3 | -1 | -1 | i | -0.2 | -3
COc1ccc(/C=C(\NC(=O)c2ccc(C)cc2)C(=O)NCCN2CCOCC2)cc1 | 2 | -5 | -13 | 4 | -4 | 1 | -3 | i | -0.4 | -4
CC(NC(=O)CN(C)CC(=O)Nc1cccc(F)c1)c1ccccc1 (stereo not drawn) | 2 | 14 | -14 | -1 | 7 | -2 | 0 | i | -0.7 | 0
O=C1CN(C(=O)/C=C/c2ccco2)c2ccccc2N1 | 18 | -19 | -4 | 4 | -7 | 3 | -2 | i | 8.1 | 27
CC1=C([N+](=O)[O-])C(c2ccc(Cl)cc2)NC(=O)N1 (stereo not drawn) | 2 | -18 | 13 | -5 | -19 | 0 | 0 | i | 0.8 | -12
Cc1csc(=NC(=O)c2ccccc2)n1CCO | 2 | 8 | -6 | -5 | 2 | -4 | -3 | i | -1.4 | -3
CC(CN1CCCCC1)OC(=O)Cc1ccc(Cl)cc1 (stereo not drawn) | -5 | -3 | -17 | -1 | -4 | -2 | -5 | i | -0.7 | -2
COc1cc(NC(=S)NC(=O)c2cc(C)cc(C)c2)ccc1NC(=O)c1cccs1 | -3 | -48 | -11 | 17 | 0 | 2 | 3 | i | 1.9 | 7
CCc1nnc(NC(=O)c2cc(S(=O)(=O)N(C)c3ccc(OC)cc3)ccc2Cl)s1 | 3 | 14 | -27 | 2 | 8 | -1 | 4 | i | 0.9 | -5
CC1CCCC(NC(=O)COC(=O)CCSc2ccccc2)C1C (stereo not drawn) | 2 | 0 | 13 | -3 | 3 | 2 | 1 | i | 0.5 | -4
Cc1nn(C)c(Oc2ccc(Cl)cc2)c1C(=O)Nc1ccc(F)cc1F | -1 | 2 | 12 | -2 | -3 | -1 | -3 | i | 1.7 | -4

Four entries already listed, ordered by molecular weight, ascending:
Compound | DNMT1 block | NRP1-CendR mod | SKN-1 inh | NadD block | SUMO1 PPI mod | STEP inh | MT1-MMP act inh | Rpn11 inh | LMPTP block | Scp1 inh
O=C1CN(C(=O)/C=C/c2ccco2)c2ccccc2N1 | 18 | -19 | -4 | 4 | -7 | 3 | -2 | i | 8.1 | 27
Cc1nn(C)c(Oc2ccc(Cl)cc2)c1C(=O)Nc1ccc(F)cc1F | -1 | 2 | 12 | -2 | -3 | -1 | -3 | i | 1.7 | -4
CC(=O)Oc1ccc(C(=O)Nc2ccccc2C(=O)Nc2ccc(C(=O)O)cc2)cc1 | 5 | -19 | -1 | -9 | 4 | -2 | 1 | i | 0.8 | -8
COc1ccc(/C=C(\NC(=O)c2ccc(C)cc2)C(=O)NCCN2CCOCC2)cc1 | 2 | -5 | -13 | 4 | -4 | 1 | -3 | i | -0.4 | -4

Next structures:
Compound | DNMT1 block | NRP1-CendR mod | SKN-1 inh | NadD block | SUMO1 PPI mod | STEP inh | MT1-MMP act inh | Rpn11 inh | LMPTP block | Scp1 inh
COc1ccc(NS(=O)(=O)c2ccc3c(c2)N(C(C)=O)CCO3)c(OC)c1 | 0 | 5 | -16 | -7 | -1 | -3 | 2 | i | -2.2 | -4
Cc1noc(C)c1C(=O)Nc1ccc(F)c(F)c1 | 0 | 12 | -5 | -3 | 2 | -2 | -4 | i | -1.6 | -10
CCCCN(CCCNC(=O)C1CCN(S(=O)(=O)N2CCOCC2)CC1)Cc1ccccc1 | -1 | 10 | 0 | 0 | -5 | 0 | -2 | i | -0.2 | -2
Cc1ccc(C(O)c2ncc(-c3cccc4ccccc34)[nH]2)c(C)c1 (stereo not drawn) | -3 | 11 | 6 | 6 | -15 | -3 | -2 | i | 0.6 | .
CCOc1c2ccc(C(=O)N[C@H](C)C3CCCCC3)cc2nn1CCOC | 2 | 5 | -1 | 2 | 0 | -4 | 1 | i | -1.5 | -5
CN=C(Nc1ccc2c(c1)OCO2)SC1CC(=O)N(c2ccccc2)C1=O (stereo not drawn) | 0 | 0 | -36 | 4 | -2 | 0 | 0 | i | 0.4 | 0
CN(C)CCCN(C(=O)c1sc2ccccc2c1Cl)c1nc2ccc(F)cc2s1 | 1 | 2 | 0 | 4 | -3 | -1 | 8 | i | -0.3 | 8
COC(=O)C1=C(C)N(Cc2ccccc2)C(=NCC2CC2)N[C@H]1c1ccccc1 | 10 | -34 | 16 | 18 | -20 | -1 | -4 | i | 0.8 | 4
CCN(C(=O)CSc1nc(C)nc2sc3c(c12)CCC3)C1CCS(=O)(=O)C1 (stereo not drawn) | 4 | -1 | 5 | 6 | 0 | 4 | 1 | i | 0.6 | 8
O=C(N/N=C/c1ccc(Br)o1)c1ccc2c(c1)OCCO2 | 0 | 1 | 1 | 6 | -13 | 1 | -5 | i | -0.3 | 3
CCNC(=S)NNC(=O)c1csc(CC)c1 | 5 | -3 | -12 | -3 | -1 | 1 | 0 | i | -1.9 | 7
CC(=O)NC1(c2ccccc2)CCN(c2cc(C)nc(-c3ccccc3)n2)CC1 | -5 | 5 | -10 | -3 | 3 | 1 | 0 | i | 1.7 | -3
COc1ccccc1N(CC(=O)NCC(C)C)S(=O)(=O)c1cccs1 | 5 | 5 | 7 | 0 | 0 | -2 | 14 | i | -0.9 | -1
S=c1[nH]nc(COc2ccc(Cl)cc2Cl)n1-c1ccccc1 | -1 | -6 | -16 | -1 | 5 | -1 | 6 | i | -0.6 | 6
O=C(NCCCN1CCN(Cc2ccccc2)CC1)C1CCN(S(=O)(=O)N2CCC3(CC2)OCCO3)CC1 | -3 | 6 | 5 | -10 | 4 | 0 | 1 | i | -1.2 | -11
COc1ccc(S(=O)(=O)N2CCCC(C(=O)Nc3cccnc3)C2)cc1Cl (stereo not drawn) | -4 | -3 | -7 | -1 | 0 | -3 | -9 | i | -1.0 | 8
CCOC(=O)C(NCc1ccc(OC)cc1)(NC(C)=O)C(F)(F)F (stereo not drawn) | 1 | 1 | 1 | -3 | -5 | 0 | 1 | i | -0.9 | -2
CCOC(=O)C1=C(C)NC(=O)NC1c1ccc(OC)c(Cl)c1 (stereo not drawn) | 9 | 6 | -6 | 5 | -4 | -1 | 9 | i | -1.4 | -4
OCC1(Cc2ccc(F)cc2F)CCCN(Cc2ccc(Cl)cc2)C1 (stereo not drawn) | 0 | 4 | -1 | -5 | 4 | -2 | 4 | i | -1.2 | 2

Not a retest: two of the compounds above.
Compound | DNMT1 block | NRP1-CendR mod | SKN-1 inh | NadD block | SUMO1 PPI mod | STEP inh | MT1-MMP act inh | Rpn11 inh | LMPTP block | Scp1 inh
CCOC(=O)C1=C(C)NC(=O)NC1c1ccc(OC)c(Cl)c1 (stereo not drawn) | 9 | 6 | -6 | 5 | -4 | -1 | 9 | i | -1.4 | -4
OCC1(Cc2ccc(F)cc2F)CCCN(Cc2ccc(Cl)cc2)C1 (stereo not drawn) | 0 | 4 | -1 | -5 | 4 | -2 | 4 | i | -1.2 | 2
